SENP8 block-1: human SENP8 protease inhibitors, primary screen, biochemical, fluorescence, Nedd8 protein substrate, uHTS; Sentrin-specific protease 8 (Homo sapiens), Q96LD8; recombinant SENP8; inhibition, % at 20 µM; 0.64% of 360,000 active; AID 602440, 2012; in the data active = inhibition mostly above about 40%, no sharp cut-off; inactive = mostly below about 27%
Target sequence (Q96LD8 whole entry, looked up): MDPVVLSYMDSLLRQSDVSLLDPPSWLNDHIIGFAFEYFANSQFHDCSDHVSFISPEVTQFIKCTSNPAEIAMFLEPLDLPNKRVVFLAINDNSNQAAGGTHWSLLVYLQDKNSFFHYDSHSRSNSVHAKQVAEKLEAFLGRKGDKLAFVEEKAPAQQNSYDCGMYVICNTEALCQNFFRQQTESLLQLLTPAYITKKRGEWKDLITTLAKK
SENP7 inh: SENP7 protease inhibitors, primary screen, biochemical, luminescence, uHTS. Sentrin-specific protease 7 (Homo sapiens), Q9BQF6. recombinant SENP7, Z-RLRGG-aminoluciferin luminescence, 40 min. inhibition, % at 5 µM. 1.5% of 330,000 active;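 active = inhibition above about 50% at the single test dose, limit read from the data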;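 note: plate controls were DMSO with enzyme for no effect and no enzyme buffer wells for full effect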
SENP8 block-2: SENP8 protease inhibitors, primary screen, biochemical, luminescence | Sentrin-specific protease 8 (Homo sapiens), Q96LD8 | purified SENP8, Z-RLRGG-aminoluciferin cleavage | inhibition, % at 10 µM | 1.2% of 330,000 active | AID 2540, 2010; in the data active = inhibition above about 50%
A3G deaminase: APOBEC3G DNA deaminase inhibitors, primary screen, biochemical, fluorescence, single-stranded DNA substrate, uHTS | DNA dC->dU-editing enzyme APOBEC-3G (Homo sapiens), Q9HC16 | recombinant A3G, ssDNA deamination FAM/TAMRA fluorescence | inhibition, % at 20 µM | 0.28% of 330,000 active | AID 493012, 2011;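 active = inhibition of at least 40% at 20 µM, with no more than 30% in the related APOBEC3A deaminase screen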;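 note: plate controls were DMSO wells with A3G for no effect and wells lacking A3G enzyme for full effect; some compounds called inactive have numbers as strong as hits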
Target sequence (Q9HC16 whole entry, looked up): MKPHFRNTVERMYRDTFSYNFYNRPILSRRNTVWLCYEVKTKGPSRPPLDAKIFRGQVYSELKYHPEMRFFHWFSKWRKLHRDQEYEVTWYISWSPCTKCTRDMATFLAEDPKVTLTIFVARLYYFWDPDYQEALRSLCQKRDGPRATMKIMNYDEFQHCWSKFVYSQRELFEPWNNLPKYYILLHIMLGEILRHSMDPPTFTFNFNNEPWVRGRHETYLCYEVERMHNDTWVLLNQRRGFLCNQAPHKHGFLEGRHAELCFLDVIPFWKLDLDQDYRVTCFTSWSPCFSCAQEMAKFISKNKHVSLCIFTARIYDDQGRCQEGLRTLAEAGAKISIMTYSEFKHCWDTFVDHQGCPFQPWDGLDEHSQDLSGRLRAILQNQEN
SENP1 FRET inh: human SENP1 catalytic domain inhibitors, primary screen, biochemical, FRET, uHTS; Sentrin-specific protease 1 (Homo sapiens), Q9P0U3; recombinant SENP1 catalytic domain, CyPet-SUMO1-YPet FRET cleavage; inhibition, % at 10 µM; 0.21% of 360,000 active; AID 624204, 2012;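 active = inhibition at least 30% at 10 µM, raw YFP signal under a set limit, fluorescence ratio 0.5 to 1.5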;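 note: 0% = enzyme with DMSO and 100% = no enzyme wells; some results filed as inactive read as strong as hits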
Target sequence (Q9P0U3 419-644 limits assumed): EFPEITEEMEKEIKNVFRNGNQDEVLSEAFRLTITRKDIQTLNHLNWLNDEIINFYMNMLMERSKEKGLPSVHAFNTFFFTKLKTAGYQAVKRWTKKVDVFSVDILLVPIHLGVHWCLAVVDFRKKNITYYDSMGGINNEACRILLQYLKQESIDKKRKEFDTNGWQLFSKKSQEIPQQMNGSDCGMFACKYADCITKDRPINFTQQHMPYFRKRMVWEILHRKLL
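Assay system – human recombinant His6-tagged SENP1 catalytic domain enzyme · Input – SENP1 enzyme, 20 pM final · Buffer or medium – Tris pH 8 buffer plus EDTA, NaCl, BME, BSA, NP40, catalase · Schedule – 50 min reaction at room temperature · Technique – FRET read of cyan and yellow fluorescence · Control set – no-enzyme wells low, DMSO-plus-enzyme wells high control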
UBC13 polyUb: UBC13 polyubiquitin chain formation inhibitors, primary screen, biochemical, TR-FRET, uHTS; Ubiquitin-conjugating enzyme E2 N (Homo sapiens), P61088; inhibition, % at 20 µM; 0.47% of 330,000 active; AID 485273, 2010; in the data active = inhibition above about 45%, passing the limit was not always enough; inconclusive = no clear call, values can overlap the other calls
Target sequence (P61088 whole entry, looked up): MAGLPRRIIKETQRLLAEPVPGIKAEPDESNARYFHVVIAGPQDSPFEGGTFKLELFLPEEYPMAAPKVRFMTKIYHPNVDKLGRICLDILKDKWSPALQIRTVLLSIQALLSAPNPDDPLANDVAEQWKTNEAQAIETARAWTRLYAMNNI
SENP6 block: SENP6 protease inhibitors, primary screen, biochemical, luminescence, uHTS; inhibition, % at 10 µM; Recombinant SENP6 catalytic domain, aminoluciferin luminescence; 1.8% of 330,000 active; Sentrin-specific protease 6 (Homo sapiens), Q9GZR1;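 active = inhibition above about 50% at the single tested dose, limit read from the data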;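 note: plate controls were DMSO wells with enzyme for no effect and DMSO wells lacking enzyme for full effect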
Apaf-1 inh: inhibitors of human Apaf-1 apoptosome, primary screen, biochemical, DEVD-Rh110 fluorescence, uHTS. AID 489030, 2010. Apoptotic protease-activating factor 1 (Homo sapiens), O14727. 0.71% of 330,000 active. inhibition, % at 20 µM. reconstituted apoptosome caspase-3 activity; active = inhibition of at least 40% at 20 µM;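 note: plate controls were DMSO wells for no effect and DEVD-CHO caspase inhibitor wells for full effect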
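Material: biochemical Apaf-1 apoptosome reconstitution. Medium: Hepes buffer, pH 7.5. Also added: cytochrome c activation, bis-DEVD rhodamine 110 substrate. Timing: 30 min compound preincubation, 50 min activation, room temperature. Measured by: rhodamine 110 fluorescence at Ex 480/Em 540 nm.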
* hit, by the source's call.

For CC1(C)CC(=O)C2=C(C1)Oc1nc3ccccc3cc1C2C(C#N)C#N (stereo unspecified) the results were SENP8 block-1 3, SENP7 inh 4, SENP8 block-2 -1, A3G deaminase -6, SENP1 FRET inh -2, UBC13 polyUb -6, SENP6 block 10 and Apaf-1 inh 7.
`O=P(CCC(F)(F)F)(CCC(F)(F)F)CCC(F)(F)F` gave SENP8 block-1 23, SENP7 inh 13, SENP8 block-2 -9, A3G deaminase 1, SENP1 FRET inh 3, UBC13 polyUb 2, SENP6 block 2 and Apaf-1 inh -1.
Screening O=C(Nc1ccccc1)OCc1cc(-c2ccc(Cl)cc2)on1 returned SENP8 block-1 18, SENP7 inh 0, SENP8 block-2 -7, A3G deaminase 10, SENP1 FRET inh -1, UBC13 polyUb 1, SENP6 block -33 and Apaf-1 inh 8.
`O=C(NCc1ccncc1)Nc1ccccc1` gave SENP8 block-1 12, SENP7 inh -1, SENP8 block-2 -4, A3G deaminase -4, SENP1 FRET inh 0, UBC13 polyUb 6, SENP6 block -14 and Apaf-1 inh -4.
For Cc1ccc(NC2CCCN(C(=O)c3cc4ncccn4n3)C2)cc1C (stereo unspecified) the results were SENP8 block-1 6, SENP7 inh -1, SENP8 block-2 -2, A3G deaminase -6, SENP1 FRET inh 2, UBC13 polyUb 0, SENP6 block -11 and Apaf-1 inh -1.
`CCCC(=O)N1CCN(c2ccc(NC(=O)c3ccc(N4CCCC4)c([N+](=O)[O-])c3)cc2Cl)CC1` gave SENP8 block-1 45*, SENP7 inh 8, SENP8 block-2 7, A3G deaminase -6, SENP1 FRET inh 2, UBC13 polyUb -4, SENP6 block -8 and Apaf-1 inh -17.
Screening COc1ccc(/C(O)=C2/C(=O)C(=O)N(c3ccccn3)C2c2ccc(F)cc2)cc1 (stereo unspecified) returned SENP8 block-1 -39, SENP7 inh 3, SENP8 block-2 8, A3G deaminase -8, SENP1 FRET inh 2, UBC13 polyUb -4, SENP6 block -1 and Apaf-1 inh 1.
`O=C(CSc1ccc2nnc(-c3cccnc3)n2n1)c1ccccc1` gave SENP8 block-1 -10, SENP7 inh 9, SENP8 block-2 2, A3G deaminase -6, SENP1 FRET inh 1, UBC13 polyUb 6, SENP6 block -24 and Apaf-1 inh 3.
`Cn1cc(CCC(=O)NCc2cccc(Cl)c2)c2ccccc21` gave SENP8 block-1 12, SENP7 inh -7, SENP8 block-2 -8, A3G deaminase -4, SENP1 FRET inh 0, UBC13 polyUb 4, SENP6 block -20 and Apaf-1 inh 14.
Screening O=C(NCCC1CCCCN1S(=O)(=O)c1ccc(F)cc1)C(=O)NCC1CCCO1 (stereo unspecified) returned SENP8 block-1 5, SENP7 inh 1, SENP8 block-2 6, A3G deaminase -1, SENP1 FRET inh 1, UBC13 polyUb 0, SENP6 block -2 and Apaf-1 inh 3.
For c1ccc(N2CCN(CCc3nnc4n3CCCCC4)CC2)cc1 the results were SENP8 block-1 6, SENP7 inh 6, SENP8 block-2 1, A3G deaminase -7, SENP1 FRET inh 2, UBC13 polyUb 1, SENP6 block 17 and Apaf-1 inh -31.
`O=C(OCc1cccc([N+](=O)[O-])c1)c1cccnc1Cl` gave SENP8 block-1 10, SENP7 inh 5, SENP8 block-2 5, A3G deaminase -6, SENP1 FRET inh 1, UBC13 polyUb 50*, SENP6 block -7 and Apaf-1 inh 1.
For O=C1NC(c2ccccc2)C(C(=O)c2cccs2)C(O)(C(F)(F)F)N1 (stereo unspecified) the results were SENP8 block-1 8, SENP7 inh 0, SENP8 block-2 5, A3G deaminase -3, SENP1 FRET inh 2, UBC13 polyUb -2, SENP6 block 3 and Apaf-1 inh -3.
Screening COc1cccc(Oc2coc3c(CN4CCOCC4)c(O)ccc3c2=O)c1 returned SENP8 block-1 -435, SENP7 inh 0, SENP8 block-2 7, A3G deaminase -4, SENP1 FRET inh -1, UBC13 polyUb 9, SENP6 block 4 and Apaf-1 inh 0.
COc1ccc(N2CCN(C(=O)c3nn(C)c4c3CS(=O)(=O)c3ccccc3-4)CC2)cc1 was read as SENP8 block-1 14, SENP7 inh 2, SENP8 block-2 1, A3G deaminase -10, SENP1 FRET inh -1, UBC13 polyUb 8, SENP6 block 6 and Apaf-1 inh -10.
`Cc1ccsc1/C=N/NC(=O)C1C(=O)NCC1c1ccccc1` (stereo unspecified) gave SENP7 inh -1, SENP8 block-2 -1, A3G deaminase -5, UBC13 polyUb 4, SENP6 block -16 and Apaf-1 inh -11.
`COc1ccc(S(=O)(=O)Nc2ccc3c(c2)C(=O)N([C@H](C)CO)C[C@H](C)[C@@H](CN(C)S(=O)(=O)c2cccs2)O3)cc1` gave SENP8 block-1 9, SENP7 inh -11, SENP8 block-2 -14, A3G deaminase -9, SENP1 FRET inh 2, UBC13 polyUb -1, SENP6 block -14 and Apaf-1 inh 21.
Screening COc1ccc(/C=C/C(=O)NC(=S)N2CCN(C)CC2)cc1 returned SENP8 block-1 -3, SENP7 inh 1, SENP8 block-2 3, A3G deaminase -3, SENP1 FRET inh 7, UBC13 polyUb -5, SENP6 block 3 and Apaf-1 inh 4.
Screening Cc1cc(=O)[nH]c(/N=C(\N)Nc2ccc(Oc3ccccc3)cc2)n1 returned SENP8 block-1 18, SENP7 inh -8, SENP8 block-2 -1, A3G deaminase 5, SENP1 FRET inh 2, UBC13 polyUb 2, SENP6 block -12 and Apaf-1 inh -10.
Screening CC(C)n1c(SCC(=O)Nc2nc3ccccc3s2)nc2c1c(=O)n(C)c(=O)n2C returned SENP8 block-1 26, SENP7 inh 3, SENP8 block-2 -2, A3G deaminase -4, SENP1 FRET inh 0, UBC13 polyUb 6, SENP6 block 6 and Apaf-1 inh 3.

A draw from above in order of molar mass, lowest first.
`O=C(NCc1ccncc1)Nc1ccccc1` gave SENP8 block-1 12, SENP7 inh -1, SENP8 block-2 -4, A3G deaminase -4, SENP1 FRET inh 0, UBC13 polyUb 6, SENP6 block -14 and Apaf-1 inh -4.
`O=C(CSc1ccc2nnc(-c3cccnc3)n2n1)c1ccccc1` gave SENP8 block-1 -10, SENP7 inh 9, SENP8 block-2 2, A3G deaminase -6, SENP1 FRET inh 1, UBC13 polyUb 6, SENP6 block -24 and Apaf-1 inh 3.
For Cc1ccc(NC2CCCN(C(=O)c3cc4ncccn4n3)C2)cc1C (stereo unspecified) the results were SENP8 block-1 6, SENP7 inh -1, SENP8 block-2 -2, A3G deaminase -6, SENP1 FRET inh 2, UBC13 polyUb 0, SENP6 block -11 and Apaf-1 inh -1.

Additional results follow:
For CCn1c(C)nc2c(C)[n+](CC(=O)c3ccc(Br)cc3)ccc21 the results were SENP8 block-1 25, SENP7 inh -8, SENP8 block-2 -7, A3G deaminase 2, SENP1 FRET inh 2, UBC13 polyUb 8, SENP6 block -1 and Apaf-1 inh -8.
Screening COc1cccc(CC2(CO)CCCN(Cc3cn(C)c4ccccc34)C2)c1 (stereo unspecified) returned SENP8 block-1 -4, SENP7 inh -10, SENP8 block-2 -6, A3G deaminase -6, SENP1 FRET inh -2, UBC13 polyUb 0, SENP6 block 5 and Apaf-1 inh 1.
`O=C(Nc1ccccc1)Nc1ccccc1-n1ccnc1` gave SENP8 block-1 9, SENP7 inh 4, SENP8 block-2 -3, A3G deaminase -3, SENP1 FRET inh 1, UBC13 polyUb -18, SENP6 block -13 and Apaf-1 inh 0.
Screening O=C(Nc1ccc(F)cc1)N(CCCN1CCOCC1)Cc1cc2cc3c(cc2[nH]c1=O)OCCO3 returned SENP8 block-1 -388, SENP7 inh 0, SENP8 block-2 3, A3G deaminase -3, SENP1 FRET inh 1, UBC13 polyUb 10, SENP6 block -6 and Apaf-1 inh -1.
For Cc1ccc(C(=O)/C=C/c2ccc(F)cc2)o1 the results were SENP8 block-1 5, SENP7 inh -17, SENP8 block-2 -27, A3G deaminase -8, SENP1 FRET inh 2, UBC13 polyUb -9, SENP6 block -37 and Apaf-1 inh 11.
Cc1c(Cc2ccccc2)sc(NC(=O)/C=C/c2cccc3ccccc23)c1C(N)=O was read as SENP8 block-1 -8, SENP7 inh 7, SENP8 block-2 11, A3G deaminase -3, SENP1 FRET inh 2, UBC13 polyUb -8, SENP6 block 4 and Apaf-1 inh -3.
Screening COc1ccc(S(=O)(=O)N(CC(=O)NN=C2CCN(C)CC2)c2cc(Cl)ccc2OC)cc1OC returned SENP8 block-1 12, SENP7 inh 0, SENP8 block-2 -6, A3G deaminase -7, SENP1 FRET inh -1, UBC13 polyUb 10, SENP6 block 10 and Apaf-1 inh 4.
For CC(=O)C[C@@H](O)CC(=O)[C@H]1OC(=O)CC/C=C\Cc2ccccc21 the results were SENP8 block-1 10, SENP7 inh 5, SENP8 block-2 -2, A3G deaminase -6, SENP1 FRET inh -3, UBC13 polyUb 7, SENP6 block 10 and Apaf-1 inh -3.
For COc1ccc(NC(=O)c2ccc3[nH]c(C)c(C)c3c2)cc1 the results were SENP8 block-1 1, SENP7 inh -6, SENP8 block-2 -1, A3G deaminase -2, SENP1 FRET inh -3, UBC13 polyUb 5, SENP6 block -18 and Apaf-1 inh 11.
Screening CCC(=O)Nc1ccc2nc(SCC(=O)N3CCOCC3)sc2c1 returned SENP8 block-1 2, SENP7 inh -2, SENP8 block-2 -5, A3G deaminase -7, SENP1 FRET inh -2, UBC13 polyUb 3, SENP6 block -10 and Apaf-1 inh -19.
CC(C)OC(=O)CC(=O)CSc1nc(-c2ccc(F)cc2)cc(-c2ccccc2)c1C#N was read as SENP8 block-1 -100, SENP7 inh 0, SENP8 block-2 2, A3G deaminase -8, SENP1 FRET inh -18, UBC13 polyUb inconclusive, SENP6 block 7 and Apaf-1 inh 0.
CCC(=O)Nc1ccc2oc(-c3ccccc3Br)nc2c1 was read as SENP8 block-1 -366, SENP7 inh -17, SENP8 block-2 -4, A3G deaminase -5, SENP1 FRET inh -1, UBC13 polyUb 14, SENP6 block 7 and Apaf-1 inh 4.
`COc1ccc(/C=C/C(=O)Nc2ccc3nc4n(c(=O)c3c2)CCCC4)cc1OC` gave SENP8 block-1 -132, SENP7 inh -5, SENP8 block-2 -7, A3G deaminase -7, SENP1 FRET inh -3, UBC13 polyUb 9, SENP6 block -23 and Apaf-1 inh -8.
`OCC1(Cc2ccc(Cl)cc2)CCN(Cc2ccc(Oc3ncccn3)cc2)CC1` gave SENP8 block-1 15, SENP7 inh 5, SENP8 block-2 0, A3G deaminase 3, SENP1 FRET inh -1, UBC13 polyUb 12, SENP6 block 0 and Apaf-1 inh 2.
For CNC(=S)NNC(=O)c1cccn(Cc2ccc(Cl)cc2Cl)c1=O the results were SENP7 inh -5, SENP8 block-2 -14, A3G deaminase -5, UBC13 polyUb -8, SENP6 block -16 and Apaf-1 inh 14.
Screening CCN(CC)Cc1c(O)ccc2c(=O)c(Oc3ccccc3OC)coc12 returned SENP8 block-1 -414, SENP7 inh -3, SENP8 block-2 -3, A3G deaminase -5, SENP1 FRET inh -5, UBC13 polyUb 14, SENP6 block 0 and Apaf-1 inh 29.
Screening CCOc1ccc(-c2nc3n(c(=O)c2C#N)CCCS3)cc1 returned SENP8 block-1 -253, SENP7 inh -1, SENP8 block-2 16, A3G deaminase -2, SENP1 FRET inh -22, UBC13 polyUb 6, SENP6 block 6 and Apaf-1 inh 9.
